IEC-6 cytotox: counter-screen for KLF5 inhibitors: cytotoxicity in IEC-6 cells; inhibition, % at 5 µM; IEC-6 cytotoxicity, luminescence viability; 0.78% of 290,000 active; in the data active = inhibition above about 22%;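 note: 0% = plate median of test compound wells and 100% = cytotoxic reference compound wells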
aSyn 5UTR inh: MLPCN primary screen, SNCA 5' untranslated region. alpha-synuclein 5'UTR reporter, inhibitor activity. inhibition, % (tested at 7.5 µM). 0.82% of 300,000 active. AID 1813; in the data active = inhibition above about 60%;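 note: H4 neuroglioblastoma cells stably carrying SNCA 5'UTR luciferase fusion; 0% = DMSO wells and 100% = positive control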
GSK3 alpha inh: inhibitors of human GSK-3 alpha kinase | inhibition, % at 10 µM | ADP-Glo luminescence, 60 min | AID 2650 | 0.1% of 320,000 active | P49840;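 in the data active = inhibition above about 50%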;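 note: GST-tagged GSK-3 alpha with peptide substrate and 25 µM ATP; 0% = DMSO neutral wells and 100% = GW8510 positive control wells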
Target sequence (P49840 whole entry, looked up): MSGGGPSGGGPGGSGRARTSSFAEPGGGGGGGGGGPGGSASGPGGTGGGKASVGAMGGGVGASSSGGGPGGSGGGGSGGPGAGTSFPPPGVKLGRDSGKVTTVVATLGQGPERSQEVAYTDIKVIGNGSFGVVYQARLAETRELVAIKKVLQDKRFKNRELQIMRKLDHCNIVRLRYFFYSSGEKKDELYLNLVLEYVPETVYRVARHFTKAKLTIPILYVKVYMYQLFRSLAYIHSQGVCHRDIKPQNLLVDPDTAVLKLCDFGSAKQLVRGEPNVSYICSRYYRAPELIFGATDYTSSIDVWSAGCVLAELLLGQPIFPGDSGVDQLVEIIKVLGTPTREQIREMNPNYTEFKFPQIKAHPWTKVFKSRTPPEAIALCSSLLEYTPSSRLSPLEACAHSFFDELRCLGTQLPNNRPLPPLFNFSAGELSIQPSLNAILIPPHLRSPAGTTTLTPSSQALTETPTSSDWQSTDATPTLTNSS
AI-2 QS modul: modulates the Vibrio harveyi AI-2 quorum sensing system; activity change, % at 7.5 µM; Vibrio harveyi JMH597 AI-2 luminescence/OD600 ratio, 9 h; hits give low values; strain lacks LuxN and CqsS sensors; 0 = neutral-control median; AID 2094; 0.4% of 300,000 active; in the data active = activity change below about -75%, passing the limit was not always enough;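 note: luminescence divided by OD600 gain over 9 h not by final OD600 alone; inactives centre near 13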
HSP90 refold inh: inhibitors of HSP90 luciferase refolding in rabbit reticulocyte lysate; luciferase refolding luminescence, 3 h; inhibition, % at 5.6 µM; 0.91% of 290,000 active; AID 1789;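 active = inhibition above the screen-wide mean plus 3 SD, computed separately per campaign, cut at about 16% in these data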;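 note: 0% = DMSO wells and 100% = 60 µM geldanamycin wells; inhibitors lower the luminescence because luciferase stays unfolded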
HSF1 inh: HSF1 inhibition; NIH3T3-HGL HSE-luciferase, MG132-induced, luminescence 8 h; hits give low values; activity change, negative = inhibition, % at 7.5 µM (by protocol); 0.77% of 300,000 active; AID 2098;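 active = more than half of replicate wells show activity change below -50%, luminescence cut by over half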;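 note: luciferase reports HSF-1 transcriptional activity via heat shock element; 0% = median of DMSO wells and -100% = zero luminescence signal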
PolyA inh: yeast polyadenylation inhibition; S. cerevisiae SKY197-pL101 polyadenylation reporter, beta-gal luminescence; efflux-impaired pdr1/pdr3 knockout yeast; score 100 = 6 SD above DMSO; calls only at 12 µM; 0.02% of 300,000 active; AID 1875;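 active = lowest replicate activity score at least 50, where 100 means six control SD above control mean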;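 note: yeast exposed to compound for 9 h at 30 °C; higher score means more reporter readthrough which indicates perturbed polyadenylation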
KLF5 inh: inhibitors of KLF5 expression | AID 1700 | inhibition, % at 5 µM | DLD-1 KLF5 promoter-luciferase reporter, luminescence | 0.23% of 290,000 active;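 active = inhibition above a per-plate limit of that plate's mean compound inhibition plus 3 SD, cut at about 60% in these data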;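 note: 0% = DMSO wells and 100% = LY294002 at 200 µM; higher means less KLF5 promoter-driven luciferase light; inactives centre near -14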
HSF1 activator: increases HSF-1 driven luciferase reporter signal; NIH3T3-HGL HSF-1 luciferase reporter, MG132, 8 h; 100% = twice DMSO control signal; activation, % at 9 µM; 1.7% of 300,000 active; AID 504408;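 active = mean replicate activation of at least 50% with a set share of replicates each reaching 50%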;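 note: 0% = median of the neutral control wells and 100% = twice that signal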
GSK3B inh: inhibitors of human GSK3beta kinase; P49841; GST-GSK3beta kinase, ADP-Glo luminescence, 60 min; hits give low values; activity score (negative = inhibition), % at 10 µM; 0.038% of 300,000 active; AID 2097;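 active = more than half of replicate wells score below -50%, meaning over 50% inhibition versus plate controls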;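 note: 0% = median DMSO wells and -100% = median GW8510 positive control wells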
Target sequence (P49841 whole entry, looked up): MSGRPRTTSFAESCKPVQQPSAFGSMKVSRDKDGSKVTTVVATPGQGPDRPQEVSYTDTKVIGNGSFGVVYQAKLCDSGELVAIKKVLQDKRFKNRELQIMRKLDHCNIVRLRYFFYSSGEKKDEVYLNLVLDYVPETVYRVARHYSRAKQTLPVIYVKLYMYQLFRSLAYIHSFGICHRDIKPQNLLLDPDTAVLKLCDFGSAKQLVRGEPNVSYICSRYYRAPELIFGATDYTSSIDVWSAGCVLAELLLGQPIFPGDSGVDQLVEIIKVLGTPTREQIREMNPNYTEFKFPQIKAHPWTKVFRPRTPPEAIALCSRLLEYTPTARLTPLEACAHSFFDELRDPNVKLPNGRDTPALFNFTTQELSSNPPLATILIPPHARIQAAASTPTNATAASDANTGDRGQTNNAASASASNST
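Test system – GST-tagged human GSK3beta kinase, cell-free · Incubation – 60 min enzyme reaction, room temperature · Signal – ADP-Glo luminescence · Also added – peptide substrate and ATP at 25 µM · Controls – DMSO neutral wells and GW8510 at 20 µM as positive · Buffer or medium – Tris/MgCl2 kinase buffer · Measure – Luminescence-derived activity versus plate DMSO and GW8510 wells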
Starred values were filed as active, the others as inactive; i = inactive; x = no result given. A portion of the library; the hit share may differ from the screen's.

SMILES	IEC-6 cytotox	aSyn 5UTR inh	GSK3 alpha inh	AI-2 QS modul	HSP90 refold inh	HSF1 inh	PolyA inh	KLF5 inh	HSF1 activator	GSK3B inh
O=C(O)CCNc1ccc(Cl)cc1	-4	3	0	18	7	6	i	-10	28	3
CN(CC(=O)NCc1ccc(F)cc1)CC(=O)Nc1ccc(Cl)c(C(F)(F)F)c1	7	-10	-2	30	-3	10	x	-8	-3	3
O=C(COc1coc(CN2CCc3ccccc3C2)cc1=O)N1CCOCC1	x	3	0	23	x	-5	i	x	14	1
NC(=O)CSCc1cccc(Br)c1	-7	7	1	20	-2	-1	i	-19	-3	2
COc1ccc(OC)c(NC(=O)C(=O)NNC(=O)COc2ccc(Br)cc2C)c1	11	-7	-4	15	9	-4	i	-22	-4	2
COc1ccc(Cl)cc1C(Nc1cccnc1)c1ccc2cccnc2c1O (centres undefined)	12	52	-3	-82*	5	10	i	57	19	1
COc1ccc(CCN2CC(C#N)=C3c4cc(OC)c(OC)cc4CCN3C2)cc1OC	-4	-10	5	13	2	-3	i	-33	-5	-1
CCCCn1c(CCC)nc([N+](=O)[O-])c1Sc1ccc(Cl)cn1	0	-29	3	6	-4	11	i	-37	33	0
O=C(CC1CC2CCC1C2)Nc1nc(-c2ccccn2)cs1 (centres undefined)	29*	-15	0	-8	1	9	i	-34	13	2
Cc1cc(N2C(=O)C(O)=C(C(=O)c3cccs3)C2c2ccc(F)cc2)no1 (centres undefined)	2	1	-1	15	0	3	i	2	19	3
CC(=O)N1CC=CC1(CC(C)C)C(=O)NCc1cc(F)cc(C(F)(F)F)c1 (centres undefined)	3	4	0	72	5	1	i	-21	1	5
O=C(NCc1ccccc1)C1=C[C@H](C2CC2)C[C@H](OCc2ccc(CO)cc2)O1	-3	8	-4	22	1	-1	i	-19	6	11
COc1cc(/C=C2\SC(=Nc3ccccc3)N(Cc3ccco3)C2=O)ccc1OC(C)C(=O)O (centres undefined)	4	-2	-1	47	-3	-3	i	-1	3	0
Cc1c(NC(=O)/C(=C/c2cccs2)NC(=O)c2ccccc2)c(=O)n(-c2ccccc2)n1C	9	14	12	22	2	x	i	9	x	-5
COc1ccccc1C(=O)NCCC(=O)N(C)CC(=O)Nc1ccccc1Br	x	10	-1	22	x	21	i	x	10	0
O=c1c2ccccc2[nH]c(=S)n1CCc1ccccc1	2	-123	0	22	-3	21	i	-28	35	7
N#CC1=C(N)NC(=S)C(C(N)=O)C1c1ccc([N+](=O)[O-])cc1 (centres undefined)	3	1	x	46	1	-2	i	-16	-2	1
COc1ccc(/C(C)=N/NC(=O)c2ccccc2OCc2ccccc2)c(OC)c1	-4	-118	-2	43	0	3	i	-27	3	-1
COc1ccc2c(c1)c(C(=O)N/N=C/c1ccc(OC)c(OC)c1)c(C)n2C	4	28	x	13	0	4	i	7	22	3
O=C(NC(Cc1ccccc1)C(=O)O)/C(=C/c1cccc(Br)c1)NC(=O)c1ccco1 (centres undefined)	0	-6	-2	x	5	-1	i	-25	-2	x
O=C(CCc1nc2ccccc2c(=O)[nH]1)OCc1nnc(-c2ccccc2)o1	-2	-27	0	23	-1	7	i	1	-4	3
CC(C)N=C1SC(CC(=O)Nc2ccccc2)C(=O)N1C(C)C (centres undefined)	0	1	-5	4	1	12	x	-40	34	0
COc1ccc(C)cc1NC(=O)C(=O)NNC(=O)COc1ccc(Cl)cc1	0	-55	1	10	-3	-85*	i	-49	-88	1
COc1ccc(N2CCc3c(C)nc4c(OC)cccc4c32)cc1	70*	89*	0	14	0	-7	i	57	-20	-1
CCOc1ccc(NC(=O)c2cccc(-n3cnnn3)c2)cc1	0	1	2	6	0	-5	i	-12	10	-1
CC(Sc1ncn[nH]1)C(=O)NCc1ccccc1 (centres undefined)	0	4	0	5	0	-1	i	-15	-3	1
O=S(=O)(Cc1ccccc1)N1CCCc2ccccc21	-1	0	0	10	2	4	i	2	7	2
COc1cc2c(cc1NC(=O)COC(=O)c1ccccc1)oc1ccccc12	-3	-24	0	20	3	1	i	-20	-2	-4
O=C(/C=C\c1cccs1)c1c(O)ccc2ccc(=O)oc12	-4	-61	-3	15	4	4	i	-4	12	-2
Cc1coc2c(C)c3oc(=O)c(CCC(=O)NCc4ccccn4)c(C)c3cc12	-9	25	-1	11	-2	8	i	1	23	2
COC(=O)C(OC(=O)c1ccc(OC)cc1)C(=O)OC	-1	0	-4	16	-1	-3	i	-4	0	-1
Cc1c(/C=N\NC(=O)C2COc3ccccc3O2)c2ccccc2n1C (centres undefined)	80*	102*	-1	18	5	-19	i	74*	-18	7
CC1CCc2c(C(=O)Nc3ccccn3)csc2C1 (centres undefined)	1	-116	-1	-6	-1	x	i	-91	x	1
COc1ccc(C(=O)CSc2nnc(CNC(=O)c3ccccc3F)n2C)cc1OC	-4	9	2	21	-1	-1	i	-38	-2	4
CC(C)CCn1nnnc1CN1CCN(C(c2ccccc2)c2ccccc2)CC1	-12	9	-1	9	0	4	i	10	-10	0
CCOC(=O)C(NC(=O)c1ccccc1)(OCc1ccc(F)cc1)C(F)(F)F (centres undefined)	5	-10	0	15	-2	-7	i	20	-10	4
CN(C)N1C(=O)CC(C)(c2ccc([N+](=O)[O-])cc2)C1=O (centres undefined)	x	11	-3	18	x	-6	i	x	-2	-2
CCn1nc(C)c(CNC(=O)C2CCC(=O)N(Cc3ccc(Cl)cc3)C2)c1C (centres undefined)	0	5	-1	24	-2	-8	i	-10	14	1
CC1CCN(C(=S)NC(=O)c2ccccc2)CC1	-2	3	-1	2	4	-8	i	0	5	-2
COc1ccccc1C(=O)NC(=O)COC(=O)Cc1n[nH]c(=O)c2ccccc12	x	-6	x	-15	x	-1	i	x	14	2
CCN(CC)c1cc(C)c2cc(NC(=O)c3cccs3)ccc2n1	-1	-65	-1	13	-5	17	i	-7	37	1
O=C(O)C1=C[C@@H](C2CCCCC2)C[C@@H](OCCCCO)O1	-1	12	-3	6	-6	-2	i	-6	-5	0
O=C(O)/C=C/c1cccc(NC(=O)c2ccc(Cl)cc2)c1	4	-22	2	4	-3	6	i	-41	8	2
O=C(CN(C(=O)c1csnn1)c1cccc(Cl)c1)NC1CCCCC1	-3	3	-2	18	0	-5	x	-6	-4	0
O=C(Nc1cccc(-c2nc3ccccc3s2)c1)c1cccs1	-3	-63	-3	-1	-7	12	i	-7	35	0
NC(=O)c1ccccc1NC(=O)Nc1ccccc1Cl	-1	-33	1	16	-6	3	i	0	12	3
CC(C)Sc1nc2ccc(N3C(=O)C4CCCCC4C3=O)cc2s1 (centres undefined)	-4	-126	-5	28	-1	-40	i	-27	-55	2
COc1cc(Nc2nc3ccccc3n3nnnc23)cc(OC)c1OC	-4	-25	-1	31	-2	-5	i	-38	10	-1
Cc1c(C(=O)Nc2cccc(Cl)c2)oc2ccc(S(=O)(=O)N3CCC4(CC3)OCCO4)cc12	-4	-16	-5	4	-2	-2	i	-35	5	1
COc1ccc(C(=O)N2CCN(Cc3ccccn3)CC2)cc1	-3	7	-1	23	1	-1	i	-10	4	-2

Later entries.
SMILES	IEC-6 cytotox	aSyn 5UTR inh	GSK3 alpha inh	AI-2 QS modul	HSP90 refold inh	HSF1 inh	PolyA inh	KLF5 inh	HSF1 activator	GSK3B inh
NS(=O)(=O)c1ccc(CNC(=S)Nc2ccc(F)c(Cl)c2)cc1	4	4	0	18	-1	-3	i	-2	-11	1
CCC(C)(C)n1nnnc1C(c1ccccc1F)N1CCN(C(=O)c2ccco2)CC1 (centres undefined)	3	7	1	36	2	-1	i	-6	-18	4
COCCn1c(C)cc(C2=NNC(=Nc3ccccc3)SC2)c1C	3	-79	-1	1	51*	-40	i	33	-39	-1
O=C(CC(c1ccco1)S(=O)(=O)c1ccccc1)c1ccc(F)cc1 (centres undefined)	-1	1	-2	22	0	121	i	-12	220*	-3
Cc1cccc(NC(=O)c2ccc3c(=O)n4c(nc3c2)CCCCC4)n1	x	-20	2	11	x	3	i	x	0	3
COc1cccc(-n2c(SC3CCOC3=O)nc3ccccc3c2=O)c1 (centres undefined)	2	-10	-5	17	-3	-8	i	-1	-21	2
COCCN1C(=O)c2ccc(C(=O)NCc3ccco3)cc2C1=O	0	4	-2	25	-4	-7	i	-21	-3	-3
Cc1ccc(-n2c(SCC(=O)NC3CCCCC3)nc3c(c2=O)SCC3)cc1	3	6	2	3	-1	-3	i	0	26	0
CC(C)CC(C(=O)NC(=O)NCc1ccccc1)N1C(=O)c2ccccc2C1=O (centres undefined)	3	x	-4	20	-1	x	i	9	x	0
CN1CCN(S(=O)(=O)c2ccc(NC(=O)c3cccc(S(=O)(=O)N4CCCC4)c3)cc2)CC1	3	13	1	19	0	-11	i	-42	0	0
CCOC(=O)c1cnc2ccccc2c1Nc1ccc2c(c1)OCCO2	-3	-18	-2	0	6	-61*	i	-16	-64	-1
Cc1ccc(NC(=O)CN2C(=O)C3CC=CCC3C2=O)cc1S(=O)(=O)N1CCOCC1 (centres undefined)	1	21	0	12	-2	-4	i	-9	-3	1
Cc1cccnc1CN1CCN(Cc2nc(Cc3cccc(F)c3)no2)CC1	4	3	-1	11	-1	-7	i	-19	-16	2
O=C(CC1C(=O)NCCN1Cc1cccc(F)c1F)NCCCC1CCCC1 (centres undefined)	-3	26	-2	5	-1	4	i	-9	7	1
Cc1ccc2[nH]c(O)c(N=NC(=O)CCc3ccccc3)c2c1Br	-4	8	-1	18	-1	-11	i	-12	-5	-6
COC(=O)c1ccccc1NC(=O)c1cnn2cccnc12	1	-21	6	30	1	-5	i	-25	21	-3
O=C(NCc1ccccc1Cl)C1CCC(CNc2c(N3CCCCC3)c(=O)c2=O)CC1 (centres undefined)	1	-3	0	17	-4	-3	i	13	5	1
COc1ccc(CCNC(=O)c2c[nH]c3ccccc3c2=O)cc1OC	2	19	1	4	7	-1	i	-10	-6	-3
COc1ccccc1-n1cnc2c(c1=O)c1nc3ccccc3nc1n2-c1ccc(C)cc1	-2	-10	0	19	2	-6	i	7	11	-1
Cc1cccc(N2CCN(C(=O)CN3C(=O)NC(C)(C)C3=O)CC2)c1C	-3	-43	-1	21	-2	1	i	-35	11	1

Structural class: those above with a CF3 group.
SMILES	IEC-6 cytotox	aSyn 5UTR inh	GSK3 alpha inh	AI-2 QS modul	HSP90 refold inh	HSF1 inh	PolyA inh	KLF5 inh	HSF1 activator	GSK3B inh
CN(CC(=O)NCc1ccc(F)cc1)CC(=O)Nc1ccc(Cl)c(C(F)(F)F)c1	7	-10	-2	30	-3	10	x	-8	-3	3
CC(=O)N1CC=CC1(CC(C)C)C(=O)NCc1cc(F)cc(C(F)(F)F)c1 (centres undefined)	3	4	0	72	5	1	i	-21	1	5
CCOC(=O)C(NC(=O)c1ccccc1)(OCc1ccc(F)cc1)C(F)(F)F (centres undefined)	5	-10	0	15	-2	-7	i	20	-10	4

Screening data: PubChem, several laboratories
